High-throughput results as filed in PubChem.
TcdB GH inh: blocks C. difficile toxin B glycohydrolase activity. P18177. TcdB glycohydrolase enzymatic assay, plate reader. inhibition, % at 9.99 µM. hit rate 0.24% among 350,000. AID 652162; in the data active = inhibition above about 10%
Active calls of the source: *. This is a subset, so the mix of outcomes need not match the whole.

SMILES | TcdB GH inh
O=C(CCN1CCCCC1)NCC[C@@H]1CC[C@@H](NC(=O)c2ccc(F)cc2)[C@H](CO)O1 | -1.0
CO[C@H]1CN(C)C(=O)c2ccc(NC(=O)C3CC3)cc2OC[C@@H](C)N(C(=O)c2ccncc2)C[C@@H]1C | 0.3
O=C(CN1CCOCC1)N[C@H]1CC[C@H](CCNC(=O)C2CCCC2)O[C@@H]1CO | 0.9
Cc1ccc(S(=O)(=O)N(C)C[C@H]2Oc3ccc(NC(=O)c4ccncc4)cc3C(=O)N([C@H](C)CO)C[C@H]2C)cc1 | 0.0
COc1ccc(NC(=O)Nc2ccc3c(c2)CC(=O)N([C@H](C)CO)C[C@H](C)[C@@H](CN(C)S(=O)(=O)c2ccc(C)cc2)O3)cc1 | -0.3
C[C@H](CO)N1C[C@H](C)[C@@H](CN(C)C(=O)NC2CCCC2)Oc2ncc(C3=CCCCC3)cc2C1=O | -0.8
CCCNC(=O)C[C@H]1CC[C@@H]2[C@@H](COc3ccc(NC(=O)NCC)cc3C(=O)N2C)O1 | -0.3
CNC(=O)C[C@@H]1CC[C@@H]2[C@H](COC[C@H](O)CN2C(=O)c2ccc3c(c2)OCO3)O1 | 1.1
C[C@H](CO)N1C[C@H](C)[C@H](CN(C)S(=O)(=O)c2cccc(C#N)c2)OCc2cn(nn2)CCCC1=O | 0.6
Cc1noc(C)c1S(=O)(=O)Nc1ccc2c(c1)CC(=O)N([C@H](C)CO)C[C@H](C)[C@H](CN(C)CC1CC1)O2 | 0.0
C[C@@H]1CCCCO[C@H](CN(C)S(=O)(=O)c2cn(C)cn2)[C@H](C)CN([C@@H](C)CO)C(=O)c2cc(NS(=O)(=O)c3cn(C)cn3)ccc2O1 | -16
CCS(=O)(=O)NCC[C@@H]1CC[C@@H](NC(=O)C2CCC2)[C@H](CO)O1 | 0.3
C[C@H]1CN([C@@H](C)CO)C(=O)c2cc(C#CCc3ccccc3)cnc2O[C@H]1CN(C)Cc1cccnc1 | -0.3
C/C=C/c1cnc2c(c1)C(=O)N([C@@H](C)CO)C[C@H](C)[C@@H](CN(C)C(=O)c1cccc(F)c1)O2 | 2.5
C[C@H](CO)N1C[C@H](C)[C@H](CN(C)Cc2ccc(C(=O)O)cc2)OCCCC[C@H](C)Oc2ccc(NC(=O)CCC(F)(F)F)cc2C1=O | 0.2
CCCNC(=O)N(Cc1cccnc1)C[C@H]1N[C@H](CO)[C@@H]1c1ccccc1 | -0.1
Cc1ccc(S(=O)(=O)N(C)C[C@H]2Oc3ccc(NS(=O)(=O)c4cccs4)cc3CC(=O)N([C@H](C)CO)C[C@H]2C)cc1 | -0.2
CCC(=O)N[C@H]1CC[C@H](CC(=O)OC)O[C@H]1CO | -0.5
Cc1noc(C)c1S(=O)(=O)Nc1ccc2c(c1)C(=O)N([C@H](C)CO)C[C@H](C)[C@@H](CN(C)C)OCCCC[C@@H](C)O2 | 0.1
C[C@@H]1CN([C@H](C)CO)C(=O)c2cc(NC(=O)CCCCCC(=O)Nc3ccccc3N)ccc2O[C@@H]1CN(C)S(=O)(=O)c1ccc(F)cc1 | -0.1

Ordered by molecular weight (high to low): three of the compounds above
SMILES | TcdB GH inh
COc1ccc(NC(=O)Nc2ccc3c(c2)CC(=O)N([C@H](C)CO)C[C@H](C)[C@@H](CN(C)S(=O)(=O)c2ccc(C)cc2)O3)cc1 | -0.3
Cc1noc(C)c1S(=O)(=O)Nc1ccc2c(c1)C(=O)N([C@H](C)CO)C[C@H](C)[C@@H](CN(C)C)OCCCC[C@@H](C)O2 | 0.1
CO[C@H]1CN(C)C(=O)c2ccc(NC(=O)C3CC3)cc2OC[C@@H](C)N(C(=O)c2ccncc2)C[C@@H]1C | 0.3

(further entries)
SMILES | TcdB GH inh
C[C@H]1CN([C@@H](C)CO)C(=O)c2cc(C3=CCCC3)cnc2O[C@H]1CN(C)C(=O)C1CCC1 | -0.3
O=C(N[C@H]1CC[C@H](CC(=O)N2CCCCC2)O[C@@H]1CO)c1ccccn1 | 0.1
O=C(C[C@H]1CC[C@H]2[C@@H](COC[C@H](O)CN2C(=O)Nc2ccc(Cl)cc2)O1)N1CCCCC1 | 0.0
CCC(=O)Nc1ccc2c(c1)OC[C@@H](C)N(C(=O)CC1CC1)C[C@@H](C)[C@H](OC)CN(C)C2=O | -9.0
Cc1ccc(S(=O)(=O)N(C)C[C@@H]2Oc3ccc(NS(=O)(=O)c4ccc(F)cc4)cc3CC(=O)N([C@@H](C)CO)C[C@@H]2C)cc1 | 1.0
C[C@H]1CCCCO[C@H](CN(C)C(=O)Cc2ccccc2)[C@@H](C)CN([C@@H](C)CO)C(=O)c2cc(NC(=O)CCCN(C)C)ccc2O1 | -0.5
C[C@H]1CN([C@@H](C)CO)C(=O)c2cc(/C=C/c3ccccc3)cnc2O[C@H]1CN(C)S(=O)(=O)c1cccs1 | 0.9
COc1ccc(NC(=O)N(C)C[C@@H]2Oc3c(NS(=O)(=O)c4c(C)noc4C)cccc3C(=O)N([C@H](C)CO)C[C@@H]2C)cc1 | 1.6
CN(C)C(=O)c1cccc(-c2ccc([C@H]3[C@H]4CN(C(=O)C5CCC5)CC(=O)N4[C@H]3CO)cc2)c1 | 0.4
CC(C)NC(=O)Nc1ccc2c(c1)C(=O)N([C@H](C)CO)C[C@@H](C)[C@H](CN(C)Cc1ccncc1)O2 | 0.2
CO[C@H]1CN(C)C(=O)c2ccc(NC(=O)c3cc(C)on3)cc2OC[C@H](C)NC[C@@H]1C | -1.0
COc1cccc(S(=O)(=O)N2CC[C@@H]3[C@H]2c2cc(C#Cc4ccccc4)ccc2N[C@@H]3CO)c1 | -0.4
Cc1ccc(CN2CC(=O)N3[C@@H](CO)[C@H](c4ccc(-c5cccnc5)cc4)[C@@H]3C2)cc1 | -7.6
COc1ccc(S(=O)(=O)N(C)C[C@H]2Oc3ccc(NS(=O)(=O)c4ccccc4)cc3CC(=O)N([C@@H](C)CO)C[C@@H]2C)cc1 | -0.4
C[C@@H]1CN([C@H](C)CO)C(=O)c2cc(-c3ccc(C#N)cc3)cnc2O[C@@H]1CN(C)C(=O)CC1CC1 | 0.9
O=C(c1cccnc1)N1C[C@@H]2[C@H](c3ccccc31)[C@H](CO)N2C(=O)Nc1cccc(F)c1 | -0.2
COC(=O)C[C@@H]1CC[C@@H]2[C@@H](COc3ccc(NC(=O)c4cnccn4)cc3C(=O)N2C)O1 | -0.7
CO[C@@H]1CN(C)C(=O)c2cc(NC(=O)C3CCC3)ccc2OC[C@@H](C)N(Cc2ccccn2)C[C@@H]1C | -1.2
O=C(C[C@@H]1CC[C@H]2[C@@H](COC[C@H](O)CN2C(=O)Nc2ccc(Cl)c(Cl)c2)O1)NCc1ccc(F)cc1 | 0.8
CCCC#Cc1cnc2c(c1)C(=O)N([C@@H](C)CO)C[C@@H](C)[C@@H](CN(C)C(=O)c1ccccc1)O2 | 1.9

Copied from the list:
`C[C@H]1CN([C@@H](C)CO)C(=O)c2cc(/C=C/c3ccccc3)cnc2O[C@H]1CN(C)S(=O)(=O)c1cccs1` @ TcdB GH inh = 0.9
`O=C(C[C@H]1CC[C@H]2[C@@H](COC[C@H](O)CN2C(=O)Nc2ccc(Cl)cc2)O1)N1CCCCC1` @ TcdB GH inh = 0.0

Additional results.
SMILES | TcdB GH inh
Cc1noc(C)c1NC(=O)Nc1cccc2c1O[C@@H](CN(C)C(=O)NC1CCCCC1)[C@@H](C)CN([C@@H](C)CO)C2=O | -0.1
CC(C)NC(=O)N[C@H]1CC[C@@H](CC(=O)NC2Cc3ccccc3C2)O[C@H]1CO | -0.1
C[C@H]1CN([C@@H](C)CO)C(=O)CCCn2cc(nn2)CO[C@@H]1CN(C)C(=O)CCCN(C)C | -0.5
C[C@H]1CN([C@@H](C)CO)C(=O)c2cc(-c3ccc(C#N)cc3)cnc2O[C@@H]1CN(C)CC1CCCCC1 | 1.1
C[C@@H]1CN([C@H](C)CO)C(=O)CCCn2cc(nn2)CO[C@@H]1CN(C)S(=O)(=O)c1ccccc1F | 0.2
COc1ccccc1-c1cn(CC[C@@H]2CC[C@H](NC(=O)C3CC3)[C@H](CO)O2)nn1 | 0.3
COc1ccccc1CN1[C@H](CO)[C@@H]2c3ccccc3N(C(=O)C3CCCCC3)C[C@@H]21 | -3.9
O=C(C[C@H]1CC[C@H](NS(=O)(=O)c2ccc(F)cc2)[C@@H](CO)O1)NCc1ccncn1 | -1.1
O=C(O)[C@H]1[C@H](CO)[C@H]2Cn3c(ccc(-c4cncnc4)c3=O)[C@H]2N1C(=O)C1CCCC1 | -1.5
CCCNC(=O)C[C@H]1CC[C@H]2[C@H](COc3ccc(NC(=O)Nc4ccccc4F)cc3C(=O)N2C)O1 | 1.2
COc1ccc(NC(=O)N[C@H]2CC[C@H](CC(=O)NC3CCC3)O[C@H]2CO)cc1 | -6.9
C[C@@H]1CCCCO[C@@H](CN(C)S(C)(=O)=O)[C@@H](C)CN([C@H](C)CO)C(=O)c2cc(NC(=O)c3ccncc3)ccc2O1 | 0.1
O=C(c1ccccc1F)N1CC(=O)N2[C@H](CO)[C@H](c3ccc(C#Cc4ccccc4)cc3)[C@@H]2C1 | 0.5
O=C(C[C@H]1C[C@@H]2c3cc(NC(=O)C4CCC4)ccc3O[C@@H]2[C@@H](CO)O1)NCc1ccncc1 | 0.4
O=C(Nc1ccc2c(c1)[C@@H]1C[C@H](CC(=O)N3CCc4ccccc4C3)O[C@@H](CO)[C@@H]1O2)NC1CCCC1 | -0.3
C[C@@H]1CN([C@@H](C)CO)C(=O)c2cc(Br)cnc2O[C@@H]1CN(C)CC1CCCC1 | -0.2
CC(C)C#Cc1cnc2c(c1)C(=O)N([C@@H](C)CO)C[C@@H](C)[C@@H](CN(C)C(=O)CC1CC1)O2 | -0.4
COc1ccccc1NC(=O)N(C)C[C@@H]1OCc2ccccc2-c2c(n(C)c3ccccc23)C(=O)N([C@@H](C)CO)C[C@H]1C | 1.4
Cc1cccc(-c2ccc([C@H]3[C@H]4CN(S(=O)(=O)c5cn(C)cn5)CCCCN4[C@H]3CO)cc2)c1 | 0.5
Cc1ccccc1-c1ccc2c(c1)O[C@H](CN(C)Cc1ccncc1)[C@H](C)CN([C@@H](C)CO)S2(=O)=O | 1.0

Reprinted at random: 3 records from the list
SMILES | TcdB GH inh
O=C(Nc1ccc2c(c1)[C@@H]1C[C@H](CC(=O)N3CCc4ccccc4C3)O[C@@H](CO)[C@@H]1O2)NC1CCCC1 | -0.3
COc1ccccc1NC(=O)N(C)C[C@@H]1OCc2ccccc2-c2c(n(C)c3ccccc23)C(=O)N([C@@H](C)CO)C[C@H]1C | 1.4
Cc1cccc(-c2ccc([C@H]3[C@H]4CN(S(=O)(=O)c5cn(C)cn5)CCCCN4[C@H]3CO)cc2)c1 | 0.5

Further results
SMILES | TcdB GH inh
COCC#Cc1ccc2c(c1)O[C@@H](CN(C)S(=O)(=O)c1cccc(OC)c1)[C@H](C)CN([C@@H](C)CO)S2(=O)=O | 1.0
C[C@@H]1CN([C@H](C)CO)C(=O)c2cc(C3=CCCCC3)cnc2O[C@@H]1CN(C)Cc1cccnc1 | -0.3
COc1ccccc1C#Cc1ccc([C@@H]2[C@@H](CO)N3CCCCN(C(=O)C4CCCC4)C[C@@H]23)cc1 | 0.4
C[C@H]1CN([C@@H](C)CO)C(=O)c2cccc(NS(=O)(=O)c3ccc(F)cc3)c2O[C@@H]1CN(C)C(=O)Nc1ccccc1 | 0.6
N#C[C@H]1[C@@H](c2ccc(C#Cc3ccccc3F)cc2)[C@H](CO)N1C(=O)C1CCC1 | 0.3
CNC[C@@H]1OCCCC[C@H](C)Oc2ccc(NC(=O)NC(C)C)cc2C(=O)N([C@@H](C)CO)C[C@@H]1C | -0.3
Cc1cccc(S(=O)(=O)N2CCCCN3[C@@H](CO)[C@@H](c4ccc(C#C[C@H](C)O)cc4)[C@@H]3C2)c1 | -1.9
C[C@@H]1CN([C@@H](C)CO)C(=O)c2cccc(NC(=O)c3ccncc3)c2O[C@H]1CN(C)CC1CCCCC1 | -1.8
C[C@@H]1CN([C@@H](C)CO)C(=O)CCCn2nncc2CO[C@@H]1CN(C)Cc1ccc(C(=O)Nc2ccccc2N)cc1 | 0.4
COc1ccc2c3c([nH]c2c1)[C@H](CO)N(C(=O)CN(C)C)CC31CN(CC2CCCC2)C1 | 0.3
COCc1cn(CC[C@@H]2CC[C@H](NC(=O)Nc3c(C)noc3C)[C@H](CO)O2)nn1 | -0.6
C[C@@H]1CN([C@H](C)CO)C(=O)c2cc(-c3ccccc3F)cnc2O[C@H]1CN(C)Cc1ccc(F)cc1 | 0.0
CC(C)NC(=O)N[C@@H]1C=C[C@H](CC(=O)N2CCCCC2)O[C@H]1CO | 0.5
CC(=O)N1[C@@H]2c3ccc(-c4ccccc4)c(=O)n3C[C@H]1[C@H](CO)[C@H]2C(=O)Nc1ccccc1 | -3.5
C[C@@H](NC(=O)C[C@H]1C[C@H]2c3cc(NC(=O)c4cccnc4)ccc3O[C@H]2[C@H](CO)O1)c1ccccc1 | -0.5
COCC#Cc1ccc([C@H]2[C@@H](CO)N3CCCCN(C(=O)NC4CCCC4)C[C@H]23)cc1 | -0.7
C[C@H](CO)N1C[C@H](C)[C@@H](CN(C)C(=O)NC2CCCCC2)Oc2ccc(NC(=O)Nc3ccc(C(F)(F)F)cc3)cc2CC1=O | 0.1
O=C(C[C@H]1CC[C@H](NC(=O)Nc2ccc3c(c2)OCO3)[C@@H](CO)O1)NCc1ccc2c(c1)OCO2 | 0.2
CN1C(=O)c2cc(NC(=O)Nc3ccc(Cl)cc3)ccc2OC[C@@H]2O[C@@H](CC(=O)O)CC[C@H]21 | 4.6
O=C(c1ccccn1)N1C[C@@H]2[C@H](c3ccccc31)[C@H](CO)N2CC1CCCC1 | -0.3
COc1ccccc1S(=O)(=O)N(C)C[C@H]1OCc2ccccc2-c2c(n(C)c3ccccc23)C(=O)N([C@@H](C)CO)C[C@H]1C | 1.4
O=C(C[C@H]1CC[C@H]2[C@@H](COC[C@H](O)CN2C(=O)Nc2ccc(Cl)c(Cl)c2)O1)NCc1ccc(F)cc1 | -0.2
C[C@H]1CN([C@@H](C)CO)C(=O)c2cc(C#CC3CC3)cnc2O[C@@H]1CN(C)S(=O)(=O)c1cccc(F)c1 | 0.4
